LANA DNA inh – inhibitors of KSHV C-LANA binding to DNA, primary screen, biochemical, fluorescence polarization, FAM-LBS DNA, MBP-C-LANA, single point; Kaposi's sarcoma herpesvirus LANA C-terminal domain (residues 932-1162) DNA binding; inhibition, % at 9 µM; 0.078% of 340,000 active;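 active = highest replicate inhibition at or above 60% at 9 µM, even if other replicates fall short; inactive = all replicates below 60% inhibition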;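 note: 0% = neutral control wells and 100% = 4 µM acridine orange control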
OPRM1-OPRD1 inv – inverse agonists of MOR-DOR heterodimerization, primary screen, cell-based, luminescence | Mu-type opioid receptor (Homo sapiens) + Delta-type opioid receptor (Homo sapiens), … | cell-based MOR-DOR heterodimer luminescence, inverse agonism | inhibition, % at 9.3 µM | 0.21% of 340,000 active; in the data active = inhibition above about 22%, passing the limit was not always enough;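 note: 0% = cells with DMSO and 100% = wells without cells with DMSO; values of inactives mirror those of a sister screen read the other way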
Wnt act – Wnt/beta-catenin pathway activators, primary screen, cell-based, plate reader, single point; AID 743398, 2014; activation, % at 9.35 µM; 1.2% of 300,000 active; Wnt/beta-catenin reporter cell assay, activator; in the data active = activation above about 30%, passing the limit was not always enough;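 note: 0% = neutral control wells and 100% = positive control wells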
Pemphigus Ab inh – inhibitors of pemphigus antibody binding to DSG3, primary screen, biochemical, bead-based, flow cytometry, scFv-GFP; Desmoglein-3 (Homo sapiens), P32926; binding (percent of control), % at 10 µM; 0.48% of 310,000 active; DSG3-coupled beads, scFv-anti-DSG3-GFP binding; hits give low values;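 active = binding more than 3 SD below its plate's average and above zero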;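 note: hits lower antibody fragment binding to DSG3; some compounds called inactive have numbers as strong as hits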
Target sequence (P32926 whole entry, looked up, the tested form may be a part): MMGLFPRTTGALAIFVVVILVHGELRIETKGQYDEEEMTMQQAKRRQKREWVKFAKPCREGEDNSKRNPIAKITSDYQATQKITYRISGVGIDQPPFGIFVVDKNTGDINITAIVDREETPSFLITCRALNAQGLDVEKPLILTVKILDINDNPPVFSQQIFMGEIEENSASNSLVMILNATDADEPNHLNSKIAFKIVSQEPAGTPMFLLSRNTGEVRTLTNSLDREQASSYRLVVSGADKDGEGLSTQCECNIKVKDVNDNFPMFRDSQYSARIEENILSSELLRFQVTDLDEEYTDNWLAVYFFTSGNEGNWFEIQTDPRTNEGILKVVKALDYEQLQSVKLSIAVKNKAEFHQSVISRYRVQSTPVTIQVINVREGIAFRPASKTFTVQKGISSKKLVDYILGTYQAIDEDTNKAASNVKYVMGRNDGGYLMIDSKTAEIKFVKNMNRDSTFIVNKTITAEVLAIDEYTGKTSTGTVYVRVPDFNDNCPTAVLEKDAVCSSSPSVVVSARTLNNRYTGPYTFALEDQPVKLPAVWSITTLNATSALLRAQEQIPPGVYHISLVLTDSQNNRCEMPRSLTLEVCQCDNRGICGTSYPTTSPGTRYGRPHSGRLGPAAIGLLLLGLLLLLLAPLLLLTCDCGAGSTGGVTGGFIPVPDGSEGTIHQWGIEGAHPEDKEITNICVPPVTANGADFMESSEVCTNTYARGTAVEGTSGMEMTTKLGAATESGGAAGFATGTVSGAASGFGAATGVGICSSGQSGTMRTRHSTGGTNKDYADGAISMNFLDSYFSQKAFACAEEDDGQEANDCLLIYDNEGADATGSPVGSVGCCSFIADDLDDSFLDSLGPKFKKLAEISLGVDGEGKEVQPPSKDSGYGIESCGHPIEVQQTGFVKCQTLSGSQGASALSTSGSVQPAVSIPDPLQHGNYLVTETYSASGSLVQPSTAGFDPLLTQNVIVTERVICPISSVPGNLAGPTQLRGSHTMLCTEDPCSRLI
V-ATPase pHluor – regulators of yeast V-ATPase proton pumping, primary screen, pHLuorin cytosolic pH fluorescence; S. cerevisiae; response, % at 10 µM; 0.37% of 350,000 active; in the data active = response mostly above about 7.3%, no sharp cut-off; inactive = mostly below about 5.4%; note: actives read high; inactives centre near 0; some compounds called inactive have numbers as strong as hits; reference of the scale not given here
Arr AP2 block – inhibitors of beta-arrestin/AP2 binding, primary screen, biochemical, GPCR trafficking, flow cytometry | AID 504490, 2011 | inhibition, % at 10 µM | FITC-arrestin peptide / GST-AP2 beads; AP2 beta2 appendage carries R879A mutation | 0.31% of 340,000 active;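 active = inhibition above a set limit, near 3 SD of compounds lacking own fluorescence, cut at about 54% in these data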;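 note: plate controls were DMSO wells for no effect and 5 µM unlabelled arrestin peptide for full effect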
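System: GST-AP2 R879A bound to glutathione beads, E. coli-expressed. Also added: 50 nM FITC-arrestin peptide. Schedule: compound with beads 12 min RT, then probe 1 h RT. Signal: bead flow cytometry, FITC channel. Read-out basis: percent response.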
Keap1 Nrf2 FP – Keap1-Nrf2 protein-protein interaction inhibitors, primary screen, biochemical, fluorescence polarization, single point | Kelch-like ECH-associated protein 1 (Homo sapiens), Q14145 | Keap1 Kelch-Nrf2 peptide fluorescence polarization, 1536-well | inhibition, % at 9.4 µM | AID 504523, 2011 | 0.15% of 340,000 active; in the data active = inhibition above about 12%;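 note: human Keap1 Kelch domain with fluorescein labeled Nrf2 9mer peptide probe; 0% = neutral control wells and 100% = peptide positive control; higher means more block of Keap1 binding to Nrf2 peptide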
MOR-DOR ag – agonists of OPRM1-OPRD1 heterodimerization, primary screen, cell-based, luminescence; activation, % at 9.3 µM; 0.3% of 340,000 active; Mu-type opioid receptor (Homo sapiens) + Delta-type opioid receptor (Homo sapiens), …; cells; in the data active = activation above about 18%;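 note: 0% = vehicle-treated cells and 100% = reference agonist; values of inactives mirror those of a sister screen read the other way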
RTF Ca sens inh – cardiac RTF calcium sensitivity inhibitors, primary screen, biochemical, IANBD-TnC fluorescence, EC70 calcium | Troponin I, cardiac muscle (Homo sapiens) + Troponin T, cardiac muscle (Homo sapiens) + … | AID 493244, 2011 | IANBD-labeled cardiac RTF, Ca2+ fluorescence | inhibition, % at 7.15 µM | 0.12% of 340,000 active;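 active = inhibition above the mean inhibition of all tested compounds plus 3 SD, cut at about 17% in these data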;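 note: assay run at fixed EC70 calcium of 1.6 mM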
RTF Ca sens act – cardiac RTF calcium sensitivity activators, primary screen, biochemical, IANBD-TnC fluorescence, EC20 calcium. 0.24% of 340,000 active. Troponin I, cardiac muscle (Homo sapiens) + Troponin T, cardiac muscle (Homo sapiens) + …. activation, % at 7.2 µM. IANBD-labeled TnC RTF fluorescence at EC20 calcium; 0% EC20 calcium, 100% full calcium;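 active = activation above the mean over all tested compounds plus 3 SD, cut at about 30% in these data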;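 note: rise in fluorescence read as greater calcium sensitivity of cardiac thin filaments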
Numbers without * were called inactive; . = no result given. Random draw from the library; about 3.1% have a hit in one of these screens.

SMILES	LANA DNA inh	OPRM1-OPRD1 inv	Wnt act	Pemphigus Ab inh	V-ATPase pHluor	Arr AP2 block	Keap1 Nrf2 FP	MOR-DOR ag	RTF Ca sens inh	RTF Ca sens act
CCn1cc(CNCc2cn[nH]c2-c2cc3ccccc3o2)cn1	-1.0	10	-4	102	1	9	0	-2.0	-1	-3
COc1c(C(=O)Nc2c(C)n(C)n(-c3ccccc3)c2=O)ccc2ccccc12	-2.0	5	-8	.	-3	11	-4	-0.8	-1	-8
O=C(CSc1nnnn1-c1ccc(O)cc1)c1cc2ccccc2o1	-2.3	3	1	110	1	0	1	-0.5	-5	1
COc1ccc(-c2nc(-c3ccccc3)c(-c3cccs3)[nH]2)cc1OC	-0.9	-4	-6	105	2	0	-3	0.6	-7	11
CCOC(=O)CCNC(=O)c1ccccc1Br	-0.8	12	.	104	-2	-1	-4	-2.1	1	-2
COc1ccc(CSCC(=O)N/N=C/c2ccc(OCC(=O)NCc3ccco3)cc2)cc1	-0.9	-16	.	109	-2	21	0	2.8	-3	0
COc1ccc(-c2nn(-c3ccccc3C)cc2CNCCc2cnc[nH]2)cc1F	-1.6	-42	-1	97	4	36	-2	9.0	-9	1
CCCN1CCC(=O)N([C@H](CSc2ccc(Br)cc2)c2ccccc2)CC1	-2.1	15	20	107	1	5	0	-2.6	-5	-1
COc1ccc(F)cc1CN1CCN(CC(=O)N2CCc3ccccc32)CC1	0.8	3	1	.	-2	10	-3	-0.4	5	-3
CC(=O)N(Cc1ccccc1C)c1cccc(C)c1C	-1.9	15	-2	97	3	15	-2	-3.0	-5	-2
Cc1ccccc1NC(=O)COC(=O)C1=COCCO1	-2.9	8	-1	98	0	2	2	-2.0	3	0
CC(C)N(CCO)C(=O)CCc1nnc(Cc2cccc(C(F)(F)F)c2)o1	0.8	-1	-2	103	0	25	-2	0.1	-2	0
O=C(NCCCN1CCCC1)Nc1ccc(F)cc1	1.1	12	1	114	0	-4	-6	-2.6	-3	-5
CCCN(CCC)C(C(=O)Nc1cccc(OC)c1)c1ccccc1 (centres undefined)	0.5	-10	.	101	-2	-2	3	2.1	0	-6
CCN(C(=O)CSc1nc2cc(S(=O)(=O)N(CC)CC)ccc2o1)C1CCS(=O)(=O)C1 (centres undefined)	2.3	7	-1	116	9	-14	-5	-2.1	-2	4
CCCOC(=O)c1c(-c2ccccc2)nc(CC)c(C(=O)SCC)c1CCC	-1.6	-5	1	98	0	22	-1	0.9	4	0
CC1CC(C)CN(S(=O)(=O)c2ccc(C(=O)Nc3nnc(-c4cccs4)o3)cc2)C1 (centres undefined)	-0.8	-11	.	97	-1	9	-1	2.1	-4	0
Cc1ccc(N2CCN(C(=O)C3CCCN(c4ncnc5c4nc4n5CCCCC4)C3)CC2)c(C)c1 (centres undefined)	-0.6	-3	-2	101	-3	9	-1	0.6	-6	0
CC(NS(=O)(=O)c1ccc(Br)cc1)C(N)=O (centres undefined)	-1.2	0	.	102	2	-7	2	0.0	-6	-1
O=C(COc1cccnc1[N+](=O)[O-])N1CCN(S(=O)(=O)c2ccc3ccccc3c2)CC1	0.5	-4	1	101	1	0	1	0.5	-14	-1
C=CCNC(=S)Nc1ccc(N2CCOCC2)c(S(=O)(=O)Nc2ccccc2Cl)c1	-0.2	-15	-1	117	4	29	-9	3.0	-1	-5
Cc1nn(C)c(=O)c(N)c1-c1cc(-c2ccc(Cl)c(Cl)c2)n[nH]1	.	.	6	97	-1	12	.	.	.	.
COc1ccccc1C(C)NC(=O)c1ccccc1SCC(=O)N1CCCC1 (centres undefined)	-0.3	0	0	99	-3	-3	-2	0.0	5	9
COc1ccc(-c2ccc(SCC(=O)NCc3ccco3)nn2)cc1	1.5	8	-4	104	-6	2	-1	-1.4	-2	-1
O=C(NCCN1CCOCC1)/C(=C\c1ccc(Br)cc1)NC(=O)c1cccs1	0.4	8	.	101	-2	-23	-5	-1.5	-19	-1

Reformatted: results already given
Value order – LANA DNA inh	OPRM1-OPRD1 inv	Wnt act	Pemphigus Ab inh	V-ATPase pHluor	Arr AP2 block	Keap1 Nrf2 FP	MOR-DOR ag	RTF Ca sens inh	RTF Ca sens act
> CCCOC(=O)c1c(-c2ccccc2)nc(CC)c(C(=O)SCC)c1CCC
    -1.6	-5	1	98	0	22	-1	0.9	4	0
> COc1ccc(F)cc1CN1CCN(CC(=O)N2CCc3ccccc32)CC1
    0.8	3	1	.	-2	10	-3	-0.4	5	-3
> O=C(NCCN1CCOCC1)/C(=C\c1ccc(Br)cc1)NC(=O)c1cccs1
    0.4	8	.	101	-2	-23	-5	-1.5	-19	-1
> CC(C)N(CCO)C(=O)CCc1nnc(Cc2cccc(C(F)(F)F)c2)o1
    0.8	-1	-2	103	0	25	-2	0.1	-2	0

Single entries from above.
Entry of COc1ccc(CSCC(=O)N/N=C/c2ccc(OCC(=O)NCc3ccco3)cc2)cc1 under Pemphigus Ab inh: 109
Entry of CC(NS(=O)(=O)c1ccc(Br)cc1)C(N)=O (centres undefined) under V-ATPase pHluor: 2

Returning to the listing with the four entries that preceded the break.
SMILES	LANA DNA inh	OPRM1-OPRD1 inv	Wnt act	Pemphigus Ab inh	V-ATPase pHluor	Arr AP2 block	Keap1 Nrf2 FP	MOR-DOR ag	RTF Ca sens inh	RTF Ca sens act
Cc1nn(C)c(=O)c(N)c1-c1cc(-c2ccc(Cl)c(Cl)c2)n[nH]1	.	.	6	97	-1	12	.	.	.	.
COc1ccccc1C(C)NC(=O)c1ccccc1SCC(=O)N1CCCC1 (centres undefined)	-0.3	0	0	99	-3	-3	-2	0.0	5	9
COc1ccc(-c2ccc(SCC(=O)NCc3ccco3)nn2)cc1	1.5	8	-4	104	-6	2	-1	-1.4	-2	-1
O=C(NCCN1CCOCC1)/C(=C\c1ccc(Br)cc1)NC(=O)c1cccs1	0.4	8	.	101	-2	-23	-5	-1.5	-19	-1
CCc1ccc(NC(=O)CCC(=O)N2CCSc3ccccc32)cc1	0.1	-18	1	114	0	2	-8	3.6	2	5
O=C(CCCCCCCCC(=O)N1CCCCC1)N1CCCCC1	-0.3	18	-2	119	-2	-11	0	-3.5	1	-2
CCOc1cccc(=O)c2c(C)n(Cc3ccco3)c(C)c12	0.6	19	-10	93	1	13	-4	-4.1	-3	3
O=C(CN1CCN(C(=O)C2CCC2)CC1)Nc1ccc(F)cc1	1.3	10	0	102	3	-12	-5	-2.6	3	-3
Cc1[nH][nH]c(=O)c1C(c1c(C)[nH][nH]c1=O)c1cn(C)c2ccccc12	0.6	19	-1	99	0	-14	-10	-3.8	5	1
CCCC[C@@H]1C=C(C(=O)O)[C@H](c2ccc(Cl)c(Cl)c2)N1S(=O)(=O)c1ccc(C)cc1	0.1	12	-2	104	1	6	2	-2.5	5	-8
COc1cccc(C(=O)Nn2c(-c3cccs3)nc3ccccc3c2=O)c1OC	0.7	4	.	104	0	-5	4	-0.5	-90	-4
CCOC(=O)c1ccc(NC(=O)CN(C)S(=O)(=O)c2ccc(Br)s2)cc1	4.4	-30	.	.	-2	-3	3	5.5	8	3
CC1CCN(C(c2cc3cc4c(cc3[nH]c2=O)OCO4)c2nnnn2CC2CCCO2)CC1 (centres undefined)	1.6	13	-2	95	4	-1	1	-2.6	-5	-5
O=C(CCC(=O)c1cccs1)NCc1cccc(Cl)c1	3.2	-1	2	94	1	-4	-2	0.1	11	-4
CC(C)(C)c1ccc(/C=C2\Oc3cc(OC(=O)N4CCOCC4)ccc3C2=O)cc1	-1.3	-1	0	102	-3	6	-2	0.2	-2	-1
COC(=O)c1ccccc1NC(=O)NCc1cccnc1	-0.3	15	0	.	0	2	1	-2.8	-13	3
CCOC(=O)N1CCN(C(=O)COc2ccc(S(=O)(=O)Nc3ccc(OCC)cc3)cc2)CC1	0.1	3	.	.	-1	18	2	-0.6	3	-1
COc1ccccc1C(=O)OCc1c(-c2ccccc2)ncc2ccccc12	0.9	0	-2	98	3	-4	-1	0.0	-4	7
O=C(/C=C/c1ccc2c(c1)OCO2)Nc1ccc(Cl)cn1	-0.2	-10	19	97	2	8	2	1.8	-5	4
O=C(CS(=O)Cc1ccccc1Cl)Nc1ccccc1Cl (centres undefined)	0.3	8	-1	101	1	7	-3	-1.4	-6	5
Cc1cccc(OCc2nnc(SCC(=O)N3CCc4ccccc43)n2C)c1	-0.7	9	-6	100	-4	0	0	-1.6	-11	-2
CN(C)CCN1C(=O)C(=O)/C(=C(/O)c2ccc(S(=O)(=O)N3CCOCC3)cc2)C1c1ccc(Br)cc1 (centres undefined)	0.6	18	-3	.	-2	19	4	-3.4	-7	-9
Cc1[nH]n(-c2ccccc2)c(=O)c1C=NC1CCCCC1	0.3	0	3	93	7	13	-3	0.0	4	-1
CCc1ccc(Cn2nnc(C(=O)NCc3ccccc3OC)c2N)cc1	0.0	-35	-3	107	1	5	-2	6.9	-8	3
COc1cc(NC(=O)NCc2ccco2)ccc1-c1ccc(NC(=O)NCc2ccco2)cc1OC	1.7	7	-4	89	-2	-8	1	-1.3	6	8
COc1ccc(CNC(=O)CCC(=O)Nc2nnc(C(C)C)s2)cc1	2.0	11	6	.	1	11	-3	-2.2	-3	-3
O=C(c1ccccc1)N1CCN(C(=O)c2ccc3c(c2)OCO3)CC1	1.1	-2	-1	.	0	1	-2	0.3	10	-3
COc1ccc(C2=NO[C@@H]3C(=O)N(c4ccc5c(c4)OCCO5)C(=O)[C@H]23)cc1OC	-0.2	-4	-12	115	5	2	1	0.7	-4	1
CCN(CC(=O)Nc1c(F)cccc1F)C(=O)C1=COCCO1	0.3	3	0	101	2	-2	-1	-0.5	-16	0
COc1ccc(/C=N/NC(=O)c2cccnc2)cc1CSc1ccccn1	0.2	12	2	103	-6	-20	-6	-2.4	1	0

High-throughput results from PubChem BioAssay.
